CHRM1 PAM: positive allosteric modulators of human M1 muscarinic receptor. P11229. CHO-K1 hM1, Fluo-8 calcium fluorescence, ACh EC20; 0% = ACh EC20, 100% = maximal ACh. activation, % at 3 µM. 0.088% of 360,000 active. AID 588819; in the data active = activation above about 19%, passing the limit was not always enough
Target sequence (P11229 whole entry, looked up): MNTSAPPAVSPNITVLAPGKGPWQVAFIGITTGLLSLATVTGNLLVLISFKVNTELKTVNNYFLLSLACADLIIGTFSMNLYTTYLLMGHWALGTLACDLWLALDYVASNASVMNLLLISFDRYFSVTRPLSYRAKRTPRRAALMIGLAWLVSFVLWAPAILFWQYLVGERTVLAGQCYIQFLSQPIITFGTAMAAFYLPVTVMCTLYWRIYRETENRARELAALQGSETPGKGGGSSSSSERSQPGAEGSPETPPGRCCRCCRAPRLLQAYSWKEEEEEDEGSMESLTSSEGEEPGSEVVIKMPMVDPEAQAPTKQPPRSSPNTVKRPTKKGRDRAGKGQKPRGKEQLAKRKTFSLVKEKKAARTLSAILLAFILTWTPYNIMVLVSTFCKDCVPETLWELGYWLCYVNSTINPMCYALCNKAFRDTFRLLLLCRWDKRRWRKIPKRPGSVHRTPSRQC
M1 ag: activates human CHRM1 receptor | CHO-K1 hM1, Fluo-8 calcium fluorescence, agonist mode; 0% DMSO, 100% acetylcholine EC100 | P11229 | activation, % at 3 µM | AID 588814 | 0.33% of 360,000 active;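 active = activation above the run's mean compound activation plus 3 SD, cut at about 16% in these data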;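 also: peak over basal fluorescence ratio within a 140 s kinetic read after compound addition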
M5 ag: agonists of human muscarinic M5 receptor (CHRM5). P08912. CHO-K1 hM5 cells, Fluo-8 calcium fluorescence; 0% DMSO wells, 100% maximal acetylcholine response. activation, % at 3 µM. 0.19% of 360,000 active. AID 624037;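 active = activation above the run's mean over test compounds plus 3 SD, cut at about 23% in these data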;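 also: signal is peak over basal fluorescence ratio across the kinetic read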
TAAR1 ag: human TAAR1 agonism | 0.99% of 360,000 active | AID 624467 | activation, % at 3 µM | CHO RD-HGA16 TAAR1, Fluo-8 calcium fluorescence; vehicle wells 0%, saturating PEA agonist 100% | Q96RJ0;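 active = activation above the mean activation of all test compounds in the run plus 3 SD, cut at about 38% in these data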
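Test system: RD-HGA16 (CHO) cells co-expressing Gα16 and hTAAR1; dosing: one-point dosing at 3 µM (nominal); timing: 17-24 h seeding, 75 min 37 °C dye, 30 min RT; signal: kinetic Fluo-8 calcium fluorescence; read-out basis: % activation relative to PEA EC100 response; controls: DMSO and PEA EC100; replicates: n 1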
M5 PAM: CHRM5 positive allosteric modulation; P08912; CHO-K1 hM5, Fluo-8 calcium, ACh EC20 PAM; 0% = ACh EC20, 100% = ACh EC100; activation, % at 3 µM; 0.3% of 360,000 active; AID 624038;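 active = activation above the run cutoff, the mean activation of all test compounds plus 3 SD, cut at about 18% in these data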
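Replicates: One well per compound, no replicates | System: Human M5 receptor in CHO-K1 cells | Benchmarks: Low control EC20 acetylcholine (0%), high control EC100 acetylcholine (100%) | Probe or stimulus: Acetylcholine, EC20 level | Times: Fluo-8 loading 80 min at 37 °C plus 30 min room temperature | Signal: Intracellular calcium via Fluo-8 fluorescence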
CHRM4 antagonist: antagonists of human muscarinic M4 receptor (CHRM4); 0.73% of 360,000 active; CHO-hM4 cells, ACh EC80, Fluo-8 calcium fluorescence; inhibition, % at 3 µM; P08173; AID 624125;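 active = inhibition above its plate's cutoff, the mean inhibition of sample wells plus 3 SD, cut at about 27% in these data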;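 also: 0% = acetylcholine EC80 with DMSO and 100% = DMSO without agonist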
Target sequence (P08173 whole entry, looked up): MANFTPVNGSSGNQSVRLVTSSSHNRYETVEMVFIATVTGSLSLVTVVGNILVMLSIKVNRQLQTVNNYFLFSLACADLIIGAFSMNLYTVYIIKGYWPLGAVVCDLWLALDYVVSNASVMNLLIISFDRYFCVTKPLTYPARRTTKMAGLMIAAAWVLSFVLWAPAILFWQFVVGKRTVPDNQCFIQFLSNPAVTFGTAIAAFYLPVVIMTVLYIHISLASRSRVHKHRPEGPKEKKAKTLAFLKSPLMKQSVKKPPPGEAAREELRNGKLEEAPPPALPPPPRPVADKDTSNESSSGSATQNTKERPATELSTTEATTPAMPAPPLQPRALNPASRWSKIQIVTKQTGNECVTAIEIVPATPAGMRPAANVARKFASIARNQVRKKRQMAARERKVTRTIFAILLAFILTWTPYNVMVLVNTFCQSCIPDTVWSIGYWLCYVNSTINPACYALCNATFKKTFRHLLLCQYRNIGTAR
CHRM5 antagonist: antagonists of human muscarinic M5 receptor (CHRM5); 0.59% of 360,000 active; CHO-hM5 cells, Fluo-8 calcium fluorescence, ACh EC80; inhibition, % at 3 µM;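 active = inhibition above a per-plate cutoff, the mean of that plate's test compounds plus 3 SD, cut at about 27% in these data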;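 also: 0% = acetylcholine EC80 with DMSO and 100% = DMSO without agonist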
M1 antag: blocks human M1 muscarinic receptor; P11229; CHO-K1 hM1, Fluo-8 calcium fluorescence, ACh EC80 antagonist; inhibition, % at 3 µM; 1.3% of 360,000 active;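 active = percent inhibition above its own plate's cutoff, namely the mean of that plate's compound wells plus 3 SD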;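 also: peak over basal fluorescence ratio during 140 s after agonist addition; 0% = ACh EC80 plus DMSO and 100% = DMSO alone without agonist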
M4 ag: agonists of human muscarinic M4 receptor (CHRM4) | P08173 | CHO-K1 hM4/Gqi5, Fluo-8 calcium fluorescence; vehicle 0%, full acetylcholine response 100% | activation, % at 3 µM | 0.14% of 360,000 active | AID 624127;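 active = activation above the run mean over all test wells plus 3 SD, cut at about 32% in these data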;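 also: peak over basal fluorescence ratio per well then scaled between controls; 0% = DMSO wells and 100% = acetylcholine at EC100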
Starred values were filed as active, the others as inactive. This is a subset; count on the stated rates, not on these rows.

How did COc1ccc(OC)c(NC(=O)CCn2cccc2)c1 do in these assays?
CHRM1 PAM: 3; M1 ag: -3; M5 ag: -1; TAAR1 ag: 10; M5 PAM: -3; CHRM4 antagonist: 0; CHRM5 antagonist: 3; M1 antag: -2; M4 ag: 1

How did O=C(CN1CCCC1c1ccc2c(c1)OCCO2)NC(=O)Nc1ccccc1 (stereo not drawn) do in these assays?
CHRM1 PAM: -3; M1 ag: -7; M5 ag: -3; TAAR1 ag: 18; M5 PAM: 5; CHRM4 antagonist: -20; CHRM5 antagonist: 4; M1 antag: -3; M4 ag: 3

How did COc1ccc([N+](=O)[O-])cc1N(CC(=O)NCCSc1ccc(C)cc1)S(C)(=O)=O do in these assays?
CHRM1 PAM: 11; M1 ag: -9; M5 ag: -3; TAAR1 ag: 0; M5 PAM: -5; CHRM4 antagonist: 5; CHRM5 antagonist: 9; M1 antag: -5; M4 ag: 3

How did O=C(CN1CCN(C(=O)CNC(=O)c2ccc3c(c2)OCO3)CC1)Nc1ccc(F)cc1 do in these assays?
CHRM1 PAM: 5; M1 ag: -4; M5 ag: 4; TAAR1 ag: 0; M5 PAM: -5; CHRM4 antagonist: 3; CHRM5 antagonist: 0; M1 antag: -1; M4 ag: 2

Results for O=C(NC1CC1)c1ccc(C2SCC(=O)N2Cc2ccccc2)cc1 (stereo not drawn) ?
CHRM1 PAM: -2; M1 ag: -11; M5 ag: -11; TAAR1 ag: 2; M5 PAM: -7; CHRM4 antagonist: 3; CHRM5 antagonist: 2; M1 antag: -4; M4 ag: 1

What do the screens show for `CC(=O)N1CCC(N(CCN2CCOCC2)C(=S)Nc2cccc(C)c2C)CC1`?
CHRM1 PAM: 10; M1 ag: -8; M5 ag: -3; TAAR1 ag: 2; M5 PAM: -4; CHRM4 antagonist: -2; CHRM5 antagonist: 5; M1 antag: -12; M4 ag: 0

What do the screens show for `O=C(Nc1ccc2c(c1)CCC2)C1CCCO1` (stereo not drawn)?
CHRM1 PAM: 3; M1 ag: -15; M5 ag: -1; TAAR1 ag: 2; M5 PAM: -7; CHRM4 antagonist: -14; CHRM5 antagonist: 3; M1 antag: -5; M4 ag: 1

What do the screens show for `CN(C)c1ccc(C2/C(=C(/O)c3ccc(Br)cc3)C(=O)C(=O)N2C)cc1` (stereo not drawn)?
CHRM1 PAM: 2; M1 ag: -3; M5 ag: -2; TAAR1 ag: 6; M5 PAM: 1; CHRM4 antagonist: -7; CHRM5 antagonist: -10; M1 antag: -2; M4 ag: 1

How did CCOc1nc2ccccc2nc1C do in these assays?
CHRM1 PAM: -4; M1 ag: -2; M5 ag: -1; TAAR1 ag: 1; M5 PAM: -4; CHRM4 antagonist: 0; CHRM5 antagonist: -5; M1 antag: -19; M4 ag: 0

Results for CC1(C)Cc2ccccc2C(NN=C2CCCC2)=N1 ?
CHRM1 PAM: 3; M1 ag: -1; M5 ag: -1; TAAR1 ag: 2; M5 PAM: 12; CHRM4 antagonist: 1; CHRM5 antagonist: 1; M1 antag: 0; M4 ag: 2

Results for CCCC(=O)N1CCN(C2=NS(=O)(=O)c3ccccc32)CC1 ?
CHRM1 PAM: -3; M1 ag: -3; M5 ag: 0; TAAR1 ag: 13; M5 PAM: -1; CHRM4 antagonist: 9; CHRM5 antagonist: 4; M1 antag: 2; M4 ag: 1

What do the screens show for `COc1ccccc1/C=C/CN1CCCC(CO)(CCc2ccccc2)C1` (stereo not drawn)?
CHRM1 PAM: -18; M1 ag: -8; M5 ag: -16; TAAR1 ag: 5; M5 PAM: 2; CHRM4 antagonist: 3; CHRM5 antagonist: -5; M1 antag: 19; M4 ag: 2

What do the screens show for `CCC1=Nc2cc(C(=O)NCC3CCCO3)ccc2Sc2ccc(Cl)cc21` (stereo not drawn)?
CHRM1 PAM: 1; M1 ag: -2; M5 ag: -3; TAAR1 ag: 10; M5 PAM: 7; CHRM4 antagonist: -10; CHRM5 antagonist: -9; M1 antag: -1; M4 ag: 5

How did CC(=O)c1nn(-c2ccc(C(F)(F)F)cc2)c(=O)[nH]c1=O do in these assays?
CHRM1 PAM: 1; M1 ag: 1; M5 ag: -1; TAAR1 ag: -1; M5 PAM: 0; CHRM4 antagonist: 3; CHRM5 antagonist: 9; M1 antag: -15; M4 ag: 1

How did O=C1CN(C(=O)COC(=O)CCC(=O)c2ccc(F)cc2)c2ccccc2N1 do in these assays?
CHRM1 PAM: 3; M1 ag: -2; M5 ag: 5; TAAR1 ag: 0; M5 PAM: -4; CHRM4 antagonist: -5; CHRM5 antagonist: 2; M1 antag: 8; M4 ag: 5

What do the screens show for `CN(CC(=O)Nc1ccc(F)c(F)c1F)C(=O)C1CC(=O)N(c2ccc3c(c2)OCCO3)C1` (stereo not drawn)?
CHRM1 PAM: 6; M1 ag: -5; M5 ag: 2; TAAR1 ag: 0; M5 PAM: 6; CHRM4 antagonist: 10; CHRM5 antagonist: -14; M1 antag: -3; M4 ag: 1

How did CC1(C)CC(=O)c2cc(OCC(=O)NCCN3CCCc4ccccc43)ccc2O1 do in these assays?
CHRM1 PAM: 4; M1 ag: -9; M5 ag: -3; TAAR1 ag: 5; M5 PAM: -5; CHRM4 antagonist: -3; CHRM5 antagonist: -9; M1 antag: -6; M4 ag: 0

How did CCOC(=O)c1ccc(NC(=O)CN(c2ccc(C)cc2)S(=O)(=O)c2c(C)nn(C)c2C)cc1 do in these assays?
CHRM1 PAM: -7; M1 ag: -4; M5 ag: -1; TAAR1 ag: 13; M5 PAM: -8; CHRM4 antagonist: 4; CHRM5 antagonist: 9; M1 antag: 8; M4 ag: 18

What do the screens show for `O=C(NCc1ccncc1)C1CCC(=O)N(CCc2ccc(Cl)cc2)C1` (stereo not drawn)?
CHRM1 PAM: 0; M1 ag: -3; M5 ag: 0; TAAR1 ag: 8; M5 PAM: 4; CHRM4 antagonist: 6; CHRM5 antagonist: 0; M1 antag: 2; M4 ag: 1

What do the screens show for `COc1ccc(C(c2sc3nc(C)nn3c2O)N2CCc3ccccc3C2)cc1` (stereo not drawn)?
CHRM1 PAM: 6; M1 ag: -1; M5 ag: 1; TAAR1 ag: 34; M5 PAM: 2; CHRM4 antagonist: -12; CHRM5 antagonist: -3; M1 antag: -7; M4 ag: 0

How did O=C(NNC(=O)c1c(O)c2ccccc2[nH]c1=O)c1ccccc1Br do in these assays?
CHRM1 PAM: 3; M1 ag: -4; M5 ag: -1; TAAR1 ag: -3; M5 PAM: 4; CHRM4 antagonist: 5; CHRM5 antagonist: -1; M1 antag: -1; M4 ag: 0

What do the screens show for `O=C(N/N=C/c1ccc(Cl)cc1)C1CC12CCC2` (stereo not drawn)?
CHRM1 PAM: 6; M1 ag: -3; M5 ag: -6; TAAR1 ag: 4; M5 PAM: 0; CHRM4 antagonist: -4; CHRM5 antagonist: 0; M1 antag: -12; M4 ag: 2

What do the screens show for `CCOC(=O)C1=CCN(S(=O)(=O)c2ccccc2F)C1c1cccc(Cl)c1` (stereo not drawn)?
CHRM1 PAM: -14; M1 ag: -10; M5 ag: -7; TAAR1 ag: 1; M5 PAM: -6; CHRM4 antagonist: 0; CHRM5 antagonist: -3; M1 antag: 25; M4 ag: -1

How did CC(C)C[C@H]1CN([C@@H](CC(C)C)CN2CCCC2CN2C(=S)NC[C@@H]2Cc2ccc(O)cc2)C(=S)N1CC1CCCCC1 (stereo partly drawn) do in these assays?
CHRM1 PAM: 4; M1 ag: -5; M5 ag: 0; TAAR1 ag: -1; M5 PAM: 2; CHRM4 antagonist: -9; CHRM5 antagonist: 1; M1 antag: -6; M4 ag: -1

Results for CCN1C(=O)[C@H]2[C@@H](c3ccc(-c4ccc(OC)cc4)cc3)N[C@@](CC(C)C)(C(=O)OC)[C@H]2C1=O ?
CHRM1 PAM: 3; M1 ag: -3; M5 ag: 5; TAAR1 ag: 6; M5 PAM: -1; CHRM4 antagonist: -7; CHRM5 antagonist: 2; M1 antag: -12; M4 ag: 2

How did O=C(NC(=S)NC1CCSC1=O)c1ccc([N+](=O)[O-])cc1 (stereo not drawn) do in these assays?
CHRM1 PAM: 10; M1 ag: -2; M5 ag: -6; TAAR1 ag: 1; M5 PAM: 3; CHRM4 antagonist: 2; CHRM5 antagonist: 6; M1 antag: -13; M4 ag: 1

What do the screens show for `O=C(COc1ccc([N+](=O)[O-])cc1)Nc1ccc2c(c1)OCO2`?
CHRM1 PAM: -8; M1 ag: -9; M5 ag: -4; TAAR1 ag: 8; M5 PAM: -10; CHRM4 antagonist: -7; CHRM5 antagonist: 9; M1 antag: 8; M4 ag: 3

Results for CC1CC(C)(C)NC(=S)N1CC(=O)NCc1ccc(F)cc1 (stereo not drawn) ?
CHRM1 PAM: -3; M1 ag: -5; M5 ag: -6; TAAR1 ag: 0; M5 PAM: 10; CHRM4 antagonist: -7; CHRM5 antagonist: -3; M1 antag: 6; M4 ag: 0

How did CC(=O)Nc1ccc2nc(NC(=O)c3cccs3)sc2c1 do in these assays?
CHRM1 PAM: 5; M1 ag: -3; M5 ag: -2; TAAR1 ag: 2; M5 PAM: 4; CHRM4 antagonist: 3; CHRM5 antagonist: 0; M1 antag: -8; M4 ag: 2

How did NNc1nc2ccccc2nc1C(F)(F)F do in these assays?
CHRM1 PAM: 3; M1 ag: -7; M5 ag: -3; TAAR1 ag: 2; M5 PAM: 6; CHRM4 antagonist: -6; CHRM5 antagonist: -9; M1 antag: 0; M4 ag: 2

Random excerpt: 2 records from the list
What do the screens show for `O=C(NCc1ccncc1)C1CCC(=O)N(CCc2ccc(Cl)cc2)C1` (stereo not drawn)?
CHRM1 PAM: 0; M1 ag: -3; M5 ag: 0; TAAR1 ag: 8; M5 PAM: 4; CHRM4 antagonist: 6; CHRM5 antagonist: 0; M1 antag: 2; M4 ag: 1

Results for CCN1C(=O)[C@H]2[C@@H](c3ccc(-c4ccc(OC)cc4)cc3)N[C@@](CC(C)C)(C(=O)OC)[C@H]2C1=O ?
CHRM1 PAM: 3; M1 ag: -3; M5 ag: 5; TAAR1 ag: 6; M5 PAM: -1; CHRM4 antagonist: -7; CHRM5 antagonist: 2; M1 antag: -12; M4 ag: 2

Continuation.
How did O=C1c2ccccc2NC(c2ccc(-c3ccc(F)cc3)o2)N1O (stereo not drawn) do in these assays?
CHRM1 PAM: 13; M1 ag: -1; M5 ag: 3; TAAR1 ag: 5; M5 PAM: 2; CHRM4 antagonist: 1; CHRM5 antagonist: 8; M1 antag: 0; M4 ag: 0

What do the screens show for `C=CCN(C(=O)c1csnn1)C(C(=O)NC1CCCC1)c1ccc(F)cc1` (stereo not drawn)?
CHRM1 PAM: 6; M1 ag: -6; M5 ag: -3; TAAR1 ag: -4; M5 PAM: -8; CHRM4 antagonist: 11; CHRM5 antagonist: 24; M1 antag: -4; M4 ag: 0

Results for Cn1c(=N)n(CC(O)c2cccc3ccccc23)c2ccccc21 (stereo not drawn) ?
CHRM1 PAM: -3; M1 ag: -5; M5 ag: -3; TAAR1 ag: 3; M5 PAM: 1; CHRM4 antagonist: -8; CHRM5 antagonist: 3; M1 antag: 2; M4 ag: 3

Results for COc1cccc(C(C(=O)NC(C)(C)C)N(C(=O)CCC(=O)Nc2cc(C)on2)C2CC2)c1OC (stereo not drawn) ?
CHRM1 PAM: 6; M1 ag: -3; M5 ag: -8; TAAR1 ag: 4; M5 PAM: -9; CHRM4 antagonist: 3; CHRM5 antagonist: 5; M1 antag: -12; M4 ag: 0
